Apaf1 inhib: inhibitors of human Apaf-1 apoptosome; O14727; reconstituted apoptosome caspase-3 activity, DEVD-Rh110 fluorescence; inhibition, % at 20 µM; 330,000 compounds, 0.71% hits; AID 489030; active = inhibition of at least 40% at 20 µM;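 note: plate controls were DMSO wells for no effect and DEVD-CHO caspase inhibitor wells for full effect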
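System: Apoptosome proteins | Medium: Hepes pH 7.5 with detergent and BSA | Also added: Cytochrome c trigger plus (Z-DEVD)2-Rh110 caspase-3 substrate | Incubation: 30 min compound preincubation, 50 min activation, room temperature | Detection: Rhodamine 110 fluorescence at Ex 480/Em 540 nm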
HKDC1 inh: inhibitors of human hexokinase HKDC1; Q2TB90; recombinant HKDC1, G6PDH/diaphorase resazurin coupled fluorescence; inhibition, % at 20 µM; 340,000 compounds, 0.16% hits; AID 493160;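 active = inhibition above about 35% when tested at 20 µM, limit read from the data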;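 note: plate controls were DMSO wells with enzyme for no effect and DMSO wells lacking enzyme for full effect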
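Assay system – recombinant HKDC1 (HK5) hexokinase enzyme, produced in-house · Input – HKDC1 at 5 µg/mL · Reagent – glucose plus 1 mM ATP as hexokinase substrates · Timing – 90 min reaction incubation at room temperature, dark · Measured by – G6PDH/diaphorase-coupled fluorescence, 1 mM NADP, 100 µM resazurin, 525/613 nm · Benchmarks – DMSO-enzyme wells negative, buffer-substituted wells positive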
SENP8 block-1: inhibitors of human SENP8 protease | recombinant SENP8, Nedd8 substrate fluorescence | inhibition, % at 20 µM | 360,000 compounds, 0.64% hits | AID 602440; in the data active = inhibition mostly above about 40%, no sharp cut-off; inactive = mostly below about 27%
Target sequence (Q96LD8 whole entry, looked up): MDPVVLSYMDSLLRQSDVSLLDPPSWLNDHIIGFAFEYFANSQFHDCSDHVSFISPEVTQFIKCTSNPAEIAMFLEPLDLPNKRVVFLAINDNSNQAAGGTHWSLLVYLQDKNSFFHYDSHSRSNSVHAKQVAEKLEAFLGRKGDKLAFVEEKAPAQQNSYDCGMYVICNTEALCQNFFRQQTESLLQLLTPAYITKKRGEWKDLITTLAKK
SENP6 inh: blocks the human protease SENP6; Recombinant SENP6 catalytic domain, aminoluciferin luminescence; inhibition, % at 10 µM; 330,000 compounds, 1.8% hits; AID 2599;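 active = inhibition above about 50% at the single tested dose, limit read from the data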;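 note: plate controls were DMSO wells with enzyme for no effect and DMSO wells lacking enzyme for full effect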
SENP7 block: SENP7 protease inhibition | inhibition, % at 5 µM | recombinant SENP7, Z-RLRGG-aminoluciferin luminescence, 40 min | AID 434973 | 330,000 compounds, 1.5% hits;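 active = inhibition above about 50% at the single test dose, limit read from the data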;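 note: plate controls were DMSO with enzyme for no effect and no enzyme buffer wells for full effect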
Target sequence (Q9BQF6 706-1050 limits assumed): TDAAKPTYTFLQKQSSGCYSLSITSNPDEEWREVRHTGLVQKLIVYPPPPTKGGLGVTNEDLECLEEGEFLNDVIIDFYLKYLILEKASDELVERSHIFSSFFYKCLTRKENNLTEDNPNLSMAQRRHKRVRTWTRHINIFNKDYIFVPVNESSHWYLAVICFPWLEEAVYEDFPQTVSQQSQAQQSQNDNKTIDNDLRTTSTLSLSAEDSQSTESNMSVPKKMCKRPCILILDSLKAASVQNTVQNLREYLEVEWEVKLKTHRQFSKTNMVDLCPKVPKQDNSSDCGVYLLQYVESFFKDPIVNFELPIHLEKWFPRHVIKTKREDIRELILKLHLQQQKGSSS
SENP1 FRET inh: blocks the human SENP1 SUMO protease catalytic domain | recombinant SENP1 catalytic domain, CyPet-SUMO1-YPet FRET cleavage | inhibition, % at 10 µM | 360,000 compounds, 0.21% hits;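 active = inhibition at least 30% at 10 µM, raw YFP signal under a set limit, fluorescence ratio 0.5 to 1.5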;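 note: 0% = enzyme with DMSO and 100% = no enzyme wells; some results filed as inactive read as strong as hits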
Target sequence (Q9P0U3 419-644 limits assumed): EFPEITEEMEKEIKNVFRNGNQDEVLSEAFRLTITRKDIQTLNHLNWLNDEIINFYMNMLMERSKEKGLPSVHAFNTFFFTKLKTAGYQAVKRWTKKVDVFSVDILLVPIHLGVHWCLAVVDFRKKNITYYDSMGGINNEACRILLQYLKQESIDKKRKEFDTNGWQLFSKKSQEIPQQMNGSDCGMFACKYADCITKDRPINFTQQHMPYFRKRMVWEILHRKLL
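Material: hSENP1 catalytic domain, recombinant; medium: Tris pH 8 with BME, BSA, NP40 and catalase; compound: single concentration of 10 µM compound, 0.5% DMSO final; technique: FRET read of cyan and yellow fluorescence; timing: 50 min enzyme reaction, room temperature, light-protected; reagent: SFCypet-SUMO1-SFYpet substrate at 25 nM; control set: no-enzyme low, enzyme-DMSO high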
NALP3 yeast inh: NALP3 inhibition in yeast. Yeast reconstituted NLRP3/ASC/caspase-1, beta-gal luminescence, 24 h. inhibition, % at 10 µM. 330,000 compounds, 0.39% hits. AID 2825;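 active = inhibition of 50% or more; inactive = inhibition below 50%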;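 note: plate controls were induced DMSO wells for no effect and uninduced yeast grown without galactose for full effect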
PfGluPho inh: PfG6PD (Plasmodium falciparum) enzyme inhibition | PfGluPho enzyme, NADPH resazurin-diaphorase fluorescence | inhibition, % at 20 µM | 350,000 compounds, 0.78% hits | AID 504690;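 active = inhibition reaching at least a set limit at 20 µM in the primary screen, cut at about 59% in these data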;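 note: 0% = DMSO wells with substrate and 100% = DMSO wells lacking glucose-6-phosphate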
SENP8 block-2: inhibitors of human SENP8 protease; inhibition, % at 10 µM; Q96LD8; AID 2540; purified SENP8, Z-RLRGG-aminoluciferin cleavage, luminescence; 330,000 compounds, 1.2% hits; in the data active = inhibition above about 50%
* hit, by the source's call; i = inactive; · = no result given.

SMILES	Apaf1 inhib	HKDC1 inh	SENP8 block-1	SENP6 inh	SENP7 block	SENP1 FRET inh	NALP3 yeast inh	PfGluPho inh	SENP8 block-2
Cc1ccc(-c2ccc(=O)n(Cc3ccc(F)cc3Cl)n2)cc1	29	1	-25	3	-8	2	23	15	-3
COc1ccc(COC(=O)c2cc(S(=O)(=O)N3CCCCC3)ccc2N2CCOCC2)cc1	17	-4	3	-11	0	1	-6	7	2
CC(C)NC(=O)NC(=O)COC(=O)/C=C/c1ccccc1[N+](=O)[O-]	-2	-3	4	10	0	-1	7	-7	11
O=[N+]([O-])c1ccccc1/C=C/CN1CCCC(CO)C1 (stereo not given)	-10	-2	10	-46	12	-1	26	-1	-10
CCn1c(/C=C\c2ccccc2C)nc2ccccc2c1=O	9	-1	-24	-14	-3	3	8	13	1
COc1ccc(C)cc1NC(=O)c1cnc2n(c1=O)CCS2	-10	2	-20	-6	8	0	15	12	-2
CC(Sc1nc2ccccc2c(=O)n1CCc1ccc(S(N)(=O)=O)cc1)C(=O)NC(N)=O (stereo not given)	6	3	4	-8	6	0	27	-8	5
CCNC(=O)NNC(=O)C1CC(c2cccs2)=NO1 (stereo not given)	-1	-1	-7	-11	4	0	0	-11	0
Cc1ccc(NC(=O)NCCCc2ccccc2)cc1	2	-7	12	-29	1	1	17	11	6
COc1ccc(OCC(=O)N/N=C/C(C)=C/c2ccco2)c(Br)c1	23	-1	6	-1	6	-3	31	2	-4
COc1cc(C(=O)NCC(c2ccco2)N(C)C)cc(OC)c1OC (stereo not given)	-3	7	-17	8	6	-6	9	-1	-3
Cc1ccc(Oc2ccc(Cl)cc2N)cc1	10	-3	6	-8	-5	1	13	15	-12
CC1=CC(C)(C)Nc2cc(C)c(C)cc21	-8	4	i	-3	4	-7	-4	2	5
O=C(COc1ncnc2ccccc12)NC(=O)NCc1ccccc1	8	-2	4	12	5	3	2	-7	3
O=S(=O)(NCC(c1ccco1)N1CCc2ccccc2C1)c1ccc(Br)cc1 (stereo not given)	26	3	6	-3	0	-1	9	15	1

Reprinted at random: three compounds from above
SMILES	Apaf1 inhib	HKDC1 inh	SENP8 block-1	SENP6 inh	SENP7 block	SENP1 FRET inh	NALP3 yeast inh	PfGluPho inh	SENP8 block-2
COc1cc(C(=O)NCC(c2ccco2)N(C)C)cc(OC)c1OC (stereo not given)	-3	7	-17	8	6	-6	9	-1	-3
COc1ccc(C)cc1NC(=O)c1cnc2n(c1=O)CCS2	-10	2	-20	-6	8	0	15	12	-2
O=[N+]([O-])c1ccccc1/C=C/CN1CCCC(CO)C1 (stereo not given)	-10	-2	10	-46	12	-1	26	-1	-10

Other structures
SMILES	Apaf1 inhib	HKDC1 inh	SENP8 block-1	SENP6 inh	SENP7 block	SENP1 FRET inh	NALP3 yeast inh	PfGluPho inh	SENP8 block-2
CN(C)C(=O)N1CCCC(C(=O)NCc2cccs2)C1 (stereo not given)	-27	-11	10	-15	7	3	18	-14	1
C=CCn1c(-c2ccccc2OCC)n[nH]c1=S	1	-7	7	3	-2	1	7	30	-10
COc1ccc(-c2nn(-c3ccccc3)cc2/C=C\C(=O)Nc2ccc(C(=O)O)cc2)cc1	21	-7	-151	19	-2	0	14	28	-1
Cc1ccc(Cl)cc1N1CCN(C(=O)C(=O)N2CCCCC2)CC1	1	-14	20	0	1	1	15	-4	0
O=C(Cn1c(=O)oc2ccccc21)Nc1ccccc1C(F)(F)F	8	-3	17	-18	-3	0	15	-9	-15
O=C(NCc1ccccc1Cl)C1CCN(C(=O)c2ccco2)CC1	0	-7	·	-14	6	·	1	-11	-1
CC(=O)c1cccc(NC(=O)/C(=C\c2ccco2)NC(=O)c2ccco2)c1	-7	-1	10	7	-7	-3	0	-10	14
CC1(C)SC(=S)N(NC(=O)Nc2ccccc2)C1N(O)C(=O)Nc1ccccc1 (stereo not given)	10	4	2	4	-1	-1	21	21	3
CC(=O)c1ccc(OCC(=O)Nc2cccc(S(=O)(=O)N3CCCC3)c2)cc1	10	-1	-1	-10	-3	2	14	-7	-12
CC1=C(C(=O)Nc2ccccn2)C(c2ccc(F)cc2)n2ncnc2N1 (stereo not given)	-3	-9	2	-12	7	3	11	-5	4
O=C(N/N=C/c1ccc2c(c1)OCO2)c1cccc2ccccc12	5	-3	-30	-10	1	0	15	-11	1
O=C(c1ccc(Cn2cc(Br)cn2)o1)N1N=C(C(F)F)CC1(O)C(F)F (stereo not given)	-12	-5	0	4	-5	1	6	-1	-5
COc1ccc(OC)c(CNS(=O)(=O)c2cc(-c3cc(C)no3)ccc2OC)c1	-11	-2	-50	-6	3	0	-4	-17	4
CCCCNC(=O)CSc1nnc(-c2ccco2)n1C	-9	-9	19	-12	4	2	-5	-8	-3
CCOC(=O)c1oc2cc(C)cc(C)c2c1C	-12	-3	9	-24	-1	3	-1	5	-16
CCC(=O)Nc1cccc(NC(=O)c2ccc(Br)cc2)c1	-12	-3	0	7	4	2	8	11	1
Cc1ccc(S(=O)(=O)N2CCOCC2)cc1C(=O)NCCN1C(=O)S/C(=C\c2ccccc2Cl)C1=O	13	7	20	-2	8	0	11	5	5
CCn1c(C)cc2c(c1=O)C(c1ccccc1)C(C(=O)OC)=C(N)O2 (stereo not given)	4	-9	-92	-2	2	-28	12	-4	-1
CCc1cc(=O)oc2cc(C)cc(OCC(=O)NC(Cc3ccc(Cl)cc3)C(=O)O)c12 (stereo not given)	-3	3	-8	-14	2	2	9	-15	-7
NC(=O)NCC(=O)N1CCC(C(O)(c2ccccc2)c2ccccc2)CC1	-3	17	5	7	9	2	-3	-25	0
CC(C)Oc1cc(NC(=O)CS(=O)CC(=O)N(C)C)c(Cl)cc1Cl (stereo not given)	1	0	12	-8	-5	-1	11	-15	6
CC(=O)N1CCC(C(=O)NC2CCCc3c2cnn3-c2cc(F)cc(F)c2)CC1 (stereo not given)	4	0	1	-6	3	1	12	-11	6
CCc1ccc(OCCNC(=O)c2ccc(S(=O)(=O)N(C)C)cc2)cc1	-8	-8	16	-13	1	0	3	-2	-2
CCc1ccccc1NC1c2ccccc2C(=O)N1c1cccnc1 (stereo not given)	13	-1	41*	-15	-3	2	12	4	-5
COC(=O)c1cccc(NC(=O)CN2CCN(c3ccc(OC)cc3)CC2)c1	3	0	12	-4	5	3	5	-4	6
O=S(=O)(Cc1ncc(C(F)(F)F)cc1Cl)c1ccccc1	10	-3	3	-16	-8	4	-7	-1	-7
Cc1ccc(SCC(=O)c2c(C)nc3cc(C)ccn23)cc1	8	-8	5	0	-2	3	31	-5	-3
Cc1cc(=O)c2ccc3ccccc3c2[nH]1	11	5	-30	7	6	0	-12	4	3
Cc1cccn2c(=O)c3cc(C(=O)NC4CCCC4)c(=N)n(CC4CCCO4)c3nc12 (stereo not given)	0	-6	-303	8	0	-24	0	5	7
CCN(CC(=O)Nc1c(F)cccc1F)C(=O)c1n[nH]c2ccccc12	-5	-3	4	-4	-9	0	13	-10	2

Four compounds from above, reduced to SENP1 FRET inh and NALP3 yeast inh.
SMILES	SENP1 FRET inh	NALP3 yeast inh
CC(C)Oc1cc(NC(=O)CS(=O)CC(=O)N(C)C)c(Cl)cc1Cl (stereo not given)	-1	11
CC(=O)N1CCC(C(=O)NC2CCCc3c2cnn3-c2cc(F)cc(F)c2)CC1 (stereo not given)	1	12
CCc1ccc(OCCNC(=O)c2ccc(S(=O)(=O)N(C)C)cc2)cc1	0	3
CCc1ccccc1NC1c2ccccc2C(=O)N1c1cccnc1 (stereo not given)	2	12

(continued)
SMILES	Apaf1 inhib	HKDC1 inh	SENP8 block-1	SENP6 inh	SENP7 block	SENP1 FRET inh	NALP3 yeast inh	PfGluPho inh	SENP8 block-2
O=C1CCCc2c1cc(C(=O)Nc1ccc(Cl)cn1)c(=O)n2-c1ccccc1	18	6	-68	-1	6	4	22	11	4
Cc1ccnc(N/C=C(/NC(=O)c2ccccc2)C(=O)N/N=C\c2ccc(F)cc2)n1	7	-3	19	-12	-1	0	15	-7	0
Cc1ccc(CNC(=O)C2CCCC2)cc1	5	-3	8	-17	-5	3	1	5	-3
COCc1c(C(=O)Nc2ccc(Cl)cc2F)oc2ccccc12	8	-5	-8	-17	-2	1	5	-2	-13
COc1ccc(/C(C)=N/NC(=O)c2nnn(-c3nonc3N)c2-c2ccccc2)cc1	9	10	-42	-16	8	0	8	14	7
CC(=O)Nc1ccc(SCC(=O)Nc2ccc(Cl)cn2)cc1	-24	-3	-23	5	9	-2	-6	4	-2
COC(=O)C(Cc1ccc(O)cc1)NC(=O)CCC(=O)Nc1ccc(S(N)(=O)=O)cc1 (stereo not given)	-3	0	26	-18	1	2	2	-9	2
CCOC(=O)c1cc(C)sc1NC(=O)CN1CCN(C(=O)C2CCCO2)CC1 (stereo not given)	-4	-3	-1	2	0	1	13	11	-4
Cc1ccc2ccc(S(=O)(=O)NCc3ccco3)cc2c1	8	5	4	-16	-6	-3	22	20	-1
COc1ccc(NC(=O)C(c2ccccc2)N(C)C(=O)c2ccc(=O)[nH]c2)cc1 (stereo not given)	10	1	14	-4	-1	3	18	-3	-12
N#CC(c1ccccc1)N(CCCCl)C(=O)c1ccc(Br)cc1 (stereo not given)	2	7	14	-2	6	-2	14	-11	3
COC(=O)c1sccc1NC(=O)c1cc(-c2cccc(C)c2)nc2ccccc12	7	-6	-3	-14	-1	-1	5	-25	5
COc1ccc(C(=O)Nc2nc(-c3ccc([N+](=O)[O-])cc3)c(-c3ccc(OC)cc3)s2)cc1	1	12	-47	7	2	-25	7	-3	-3
Cc1cc(NC(=O)CSc2ccc(F)cc2)no1	-3	12	17	8	4	2	17	-11	-3
CC(C)c1cc(C(=O)NCCc2ccccc2)no1	-22	-1	15	-6	-4	-1	19	-4	-3
COc1ccc(-c2c(C#N)c(N)nc3c2CCc2ccccc2-3)cc1OC	21	7	·	11	10	·	5	-2	2
CCCCCCCn1ccc(O)c(CC(=O)OC)c1=O	6	-5	15	-23	-7	1	10	5	-5
CCOC(=O)c1cc2c(n(-c3ccccc3)c1=O)CC(C)(C)CC2=O	-10	9	-162	-4	12	1	6	-13	3
COc1ccc(OC)c(NC(=O)c2ccccc2OC(C)=O)c1	4	-5	-18	2	-8	3	31	8	-7
Cc1ccc2c(c1)nnn2C1CCN(C(=O)Nc2ccccc2C)CC1	-3	4	6	1	-9	2	-2	-2	-9
O=C(c1cccc(F)c1F)N1CCCc2ccccc21	13	-5	16	-22	1	0	2	-4	-10
COc1ccc(C2C(C(=O)NCCN(C)C)c3ccccc3C(=O)N2C)cc1OC (stereo not given)	6	4	25	-6	-2	0	-5	-5	3
FC(F)(F)c1ccc(C2[C@H]3CN(Cc4cccnc4)[C@H](c4ccccc4)C34CC2(c2ccccc2)C4)cc1 (stereo not given in full)	28	2	14	8	1	-3	-5	34	3
COCc1cc(=O)[nH]c(N2CCN(Cc3ccc4c(c3)OCO4)CC2)n1	4	-4	12	-13	-2	2	-6	-4	-6
CCn1c(=O)n(CC)c2cc(S(N)(=O)=O)c(C)cc21	-22	-2	0	-3	-3	4	18	-2	-4
CC(C)(C)C(=O)/C(C#N)=C/c1ccc(O)cc1	1	-9	28	-1	1	-112	-1	19	0

Screening results (PubChem)
